Assay outcomes: PubChem, NMMLSC
VLA-4 agonist: enhancers of LDV-FITC binding to VLA-4 integrin, primary screen, Jurkat cells, flow cytometry | activation, % at 10 µM (by protocol) | Integrin alpha-4 (Homo sapiens), P13612 | 24,000 tested, under 10 active | AID 528, 2006;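 active means fluorescent ligand binding to cells raised by more than 40% of the manganese-induced maximum; inconclusive means compound's own fluorescence above 85% of the ligand control signal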;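 further: 0% = ligand binding without compound and 100% = manganese-stimulated maximal binding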
Target sequence (P13612 whole entry, looked up): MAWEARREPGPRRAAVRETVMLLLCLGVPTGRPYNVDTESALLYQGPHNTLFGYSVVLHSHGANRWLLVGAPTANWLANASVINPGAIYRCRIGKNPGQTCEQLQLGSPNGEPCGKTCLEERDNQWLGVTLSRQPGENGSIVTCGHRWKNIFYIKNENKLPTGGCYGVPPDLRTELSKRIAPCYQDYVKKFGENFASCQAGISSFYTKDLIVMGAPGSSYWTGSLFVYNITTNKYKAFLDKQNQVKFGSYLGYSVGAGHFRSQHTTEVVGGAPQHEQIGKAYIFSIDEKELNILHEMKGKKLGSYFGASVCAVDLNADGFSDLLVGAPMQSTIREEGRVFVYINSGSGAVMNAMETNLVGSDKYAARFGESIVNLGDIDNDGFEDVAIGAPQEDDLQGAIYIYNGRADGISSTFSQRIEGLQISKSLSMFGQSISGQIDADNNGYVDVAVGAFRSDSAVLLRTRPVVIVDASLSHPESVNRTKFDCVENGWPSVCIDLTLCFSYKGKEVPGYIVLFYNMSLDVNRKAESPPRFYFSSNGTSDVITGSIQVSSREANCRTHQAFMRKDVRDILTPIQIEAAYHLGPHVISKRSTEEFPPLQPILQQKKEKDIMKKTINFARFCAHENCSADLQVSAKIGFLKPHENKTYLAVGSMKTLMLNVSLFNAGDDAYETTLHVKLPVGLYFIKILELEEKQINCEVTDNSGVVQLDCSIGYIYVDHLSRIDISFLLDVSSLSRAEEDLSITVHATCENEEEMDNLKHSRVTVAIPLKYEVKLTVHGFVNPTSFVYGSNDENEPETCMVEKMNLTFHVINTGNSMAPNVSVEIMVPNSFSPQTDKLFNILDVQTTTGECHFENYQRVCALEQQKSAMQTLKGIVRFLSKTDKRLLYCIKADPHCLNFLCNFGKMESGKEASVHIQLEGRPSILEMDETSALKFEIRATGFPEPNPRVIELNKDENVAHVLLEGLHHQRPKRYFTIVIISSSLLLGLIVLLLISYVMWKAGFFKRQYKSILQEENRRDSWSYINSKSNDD
Autofluor Jurkat: compound autofluorescence on Jurkat cells, primary screen, artefact control for VLA-4 allosteric ligand project, cell-based, flow cytometry; hits give high values; 1 = vehicle-only cell background; fluorescence ratio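 (tested at 10 µM compound in the well)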; 24,000 compounds, 0.61% hits; AID 576, 2007;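 active means fluorescence ratio above 2.44, which is 1 plus 3 SD of all ratios; inconclusive means signal too bright to measure linearly, ratio around 10 or more; inactive means fluorescence ratio below 2.44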;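 further: green fluorescence of cells measured with 488 nm excitation and 530 nm emission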
Prostate diff: activators of LNCaP prostate cell differentiation, primary screen, flow cytometry side scatter | 24,000 compounds, 0.56% hits | side scatter shift, % at 10 µM | 4 d;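 active means side scatter shift above 30%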;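 further: androgen-responsive LNCaP prostate cancer cells in charcoal-stripped serum medium; percent of cells past a gate set so DMSO wells show 10% shift; higher shift means more granular cells and more differentiation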
VLA-4 antagonist: inhibitors of LDV-FITC binding to Mn2+-activated VLA-4, primary screen, Jurkat cells. LDV-FITC binding with Mn2+, flow cytometry; 100% = Mn2+-driven binding gain fully reversed. inhibition, % at 10 µM (by protocol). 24,000 compounds, 0.2% hits. Integrin alpha-4 (Homo sapiens), P13612. AID 529, 2006;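 active means inhibition above 50%; inconclusive means compound itself fluorescent, judged against control cell fluorescence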;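 further: 0% = Mn2+ stimulated cells lacking compound and 100% = ligand binding without Mn2+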
* hit, by the source's call; u = inconclusive. An excerpt (hit frequency here may not be typical).

VLA-4 agonist	VLA-4 antagonist	Prostate diff	Autofluor Jurkat	Structure
-3	-3	6	1	COC(=O)C(C)Sc1nnc(Cc2cc(=O)[nH]c(=O)[nH]2)n1-c1ccc(OC)cc1 (stereo not drawn)
u	u	10	0.98	CC1CC(C)CN(CCCNC(=O)CC2Oc3ccccc3NC2=O)C1 (stereo not drawn)
6	-2	17	1	CN1CCN(CCCN2c3ccccc3Sc3ccc(Cl)cc32)CC1
-4	8	5	1	COc1ccc(NC(=O)Nc2ccccc2C)c(OC)c1
0	-6	10	0.91	COc1ccccc1N1CCN(CC(=O)Nc2ccc(C)c(F)c2)CC1
2	2	2	1	CC(=O)OC(Cn1ccnc1)c1ccccc1 (stereo not drawn)
-4	12	17	1.8	Nc1ncnc2oc(-c3ccco3)c(-c3ccco3)c12
6	-6	3	1	CCCNCC(O)COc1ccccc1C(=O)CCc1ccccc1 (stereo not drawn)
2	0	5	0.98	CCOC(=O)c1[nH]c(C)c(C(=O)NC)c1C
-2	10	13	1.8	CCCN1C2=C(C(=O)CCC2)C(c2ccc(O)c(Br)c2)C2=C1CCCC2=O

(list continues)
VLA-4 agonist	VLA-4 antagonist	Prostate diff	Autofluor Jurkat	Structure
-1	0	7	1	Cc1ccc(-c2nc(CS(=O)CC(=O)NCCN(CC(C)C)CC(C)C)c(C)o2)cc1 (stereo not drawn)
3	-3	13	0.92	Cn1c(Cn2c(=O)sc3ccccc32)nnc1SCc1ccc(F)cc1
-8	16	15	0.89	COc1ccccc1C1c2c(oc3ccc(Cl)cc3c2=O)C(=O)N1c1cc(C)on1 (stereo not drawn)
2	-11	3	1.1	COc1cc(C)c(N)cc1C(C)C
-9	22	12	1.1	COc1ccc(CN(C(=O)c2oc3ccccc3c2C)C2CCS(=O)(=O)C2)cc1 (stereo not drawn)
-2	-5	6	1	Cc1ccnc(NC(=O)CCc2c(C)nc3ncnn3c2C)c1
u	u	10	1.6	COc1ccc(Cl)cc1N(C)C(=O)CCNC(=O)Cn1cnc2ccccc2c1=O
4	-24	4	1.1	CCN(CC)C(=O)c1ccc(O)c(OC)c1
2	-8	6	0.95	CC1(C)OC(=O)C(=CNn2cnc3ccccc3c2=O)C(=O)O1
5	-6	5	1	CC(=O)Oc1ccc(CCC(C)OC(C)=O)cc1 (stereo not drawn)

More records
VLA-4 agonist	VLA-4 antagonist	Prostate diff	Autofluor Jurkat	Structure
5	-11	8	1	Cc1nn(C(=O)c2ccc3c(c2)OCO3)c(N)c1-c1ccccc1
-8	22	9	1.2	CCC(Sc1ncnc2c1nnn2-c1ccc(F)cc1)C(=O)OC (stereo not drawn)
-18	-10	3	1.1	O=C1c2ccccc2C(Nc2cccc(C(F)(F)F)c2)N1Cc1ccco1 (stereo not drawn)
u	u	10	1.1	CCN(CC)c1nc(C#N)nc(N(CC)CC)n1
-2	-6	9	1	COCCn1c(C)cc(C(=O)COC(=O)CCN2C(=O)c3ccccc3C2=O)c1C
-1	-6	5	1.1	COc1ccc(S(=O)(=O)Cc2ccc(C(=O)N3CCN(C(=O)c4ccco4)CC3)o2)cc1
6	-38	1	1	c1ccc2c(c1)CC(N1CCCCC1)c1ccccc1N2 (stereo not drawn)
-4	14	8	1	COc1cccc(CNC(=O)C2CCN(S(=O)(=O)c3ccc4c(c3)CCC(=O)N4)CC2)c1
-6	-5	5	1.2	CCOc1cc2[nH]c(=S)n(CCCN3CCCC3=O)c(=O)c2cc1OCC
-1	-2	10	1.1	Cc1nc2ccccc2c2oc(C(=O)NCCN3CCCCC3C)cc12 (stereo not drawn)

Later entries.
VLA-4 agonist	VLA-4 antagonist	Prostate diff	Autofluor Jurkat	Structure
-2	-13	5	1.1	CCOC(=O)Cc1nnc(Nc2cccc(O)c2)c2ccccc12
-16	51*	13	1.2	Cc1ccc(-c2nc(NC(=O)CSc3nnnn3-c3ccccc3)ns2)cc1
3	-2	14	1	COC(=O)CN1C(=O)CC(C)(C)Sc2ccccc21
-4	-2	9	1	Cc1ccnc(NC(=O)C2CCCN(S(=O)(=O)c3cnc[nH]3)C2)c1 (stereo not drawn)
4	-4	13	1	Cc1cc(Nc2ccc(F)cc2Cl)n2nc(C)nc2n1
u	u	5	1.1	O=C(C1CCN(S(=O)(=O)c2ccc(Br)s2)CC1)N1CCc2ccccc21
-22	10	4	1.1	COc1ccc(CN(C(=O)CSc2nnc(-c3ccccc3F)o2)c2ccc(F)cc2)cc1
2	-3	7	1	COCCCNC(=O)CCN1C(=O)COc2ccccc21
-3	5	2	1.1	O=C(c1ccccc1)c1cccn1CC(=O)N1CCCCCC1
-2	-6	6	1.1	O=C1NC(c2cccnc2)C(C(=O)c2cccs2)C(O)(C(F)(F)F)N1 (stereo not drawn)

Remaining list, next part:
VLA-4 agonist	VLA-4 antagonist	Prostate diff	Autofluor Jurkat	Structure
-1	-17	8	1	CC(=O)NCC(=O)NC(C(=O)Nc1ccc2c(c1)OCCO2)c1ccc(C)cc1 (stereo not drawn)
0	-20	2	0.97	COc1ccc(-c2nc3c(n2O)CCC/C3=N\O)cc1
-3	2	13	1.1	O=C(c1cccc(N2CCCC2=O)c1)N1CCN(c2ccccc2)CC1
3	-9	15	1.1	Cc1ccc(Cl)cc1N1CCN(S(=O)(=O)c2cnc[nH]2)CC1
u	u	11	3.2*	CCOc1ccc(S(=O)(=O)N2CCc3ccccc3C2)cc1
6	-16	0	1.1	Cc1c(NC(=O)CCc2ccc(S(=O)(=O)N3CCOCC3)cc2)c(=O)n(-c2ccccc2)n1C
3	-2	3	1.1	CC(C)Cn1c(CN2CCN(c3ccccc3F)CC2)nc2c1c(=O)[nH]c(=O)n2C
-15	32	10	1.3	N#Cc1c(-c2ccc3c(c2)OCO3)csc1N
-2	-25	3	1.2	CCCN(Cc1cc2ccc(C)cc2[nH]c1=O)C(=O)c1cccnc1
0	4	8	1.1	Cc1ccc(Cn2nnc3c(=O)n(Cc4cccc(C)c4)cnc32)cc1

The listing continues.
VLA-4 agonist	VLA-4 antagonist	Prostate diff	Autofluor Jurkat	Structure
1	-13	7	1	COc1ccccc1-n1c(CNC(=O)c2ccco2)nnc1SCC(=O)Nc1cc(C)ccc1C
2	6	5	1.1	CCOc1ccc(NC(=O)N(C2CCCCCC2)C2CCN(C(C)=O)CC2)cc1
-2	-6	6	1	CCOc1ccc(N(C(C)C(=O)NC2CCCCCC2)S(C)(=O)=O)cc1 (stereo not drawn)
0	-19	19	1.1	COC(=O)Cn1nc(-c2ccccc2)n(-c2ccccc2)c1=S
2	-6	4	1	Cn1c(=O)[nH]c(=O)c2[nH]c(NCCCN3CCOCC3)nc21
-3	-21	15	1.1	COc1ccc(CCn2c(-c3ccco3)nc3ccccc3c2=O)cc1OC
-9	12	10	1	Cc1nnc(SCC(=O)Nc2ccc3c(c2)OCCO3)n1CC1CCCO1 (stereo not drawn)
-2	15	0	1	O=C1CC(=O)CC(c2ccco2)C1
-49	13	7	1.1	COc1ccc(-c2nnc(SCC(=O)NC(C)c3ccccc3)o2)cc1 (stereo not drawn)
3	-38	15	0.98	CN(CC(=O)N1CCN(c2ccc(F)cc2)CC1)S(=O)(=O)c1ccc(F)cc1

Following part
VLA-4 agonist	VLA-4 antagonist	Prostate diff	Autofluor Jurkat	Structure
-5	8	2	0.97	COc1ccc(Cl)cc1NC(=O)CN1C(=O)CCS(=O)(=O)c2ccccc21
-1	0	11	1.1	Clc1ccc(Cn2ncc3c(NCc4cccnc4)ncnc32)cc1
2	2	13	0.96	CN(CC(=O)NCCC1=CCCCC1)S(=O)(=O)c1ccc2c(c1)c(=O)n(C)c(=O)n2C
-8	-6	10	1	COc1ccccc1N1CCN(Cc2nc(N)nc(Nc3ccc(C)c(Cl)c3)n2)CC1
-2	1	9	1.1	O=C(CCn1c(=O)c2sccc2n(CC(=O)OCc2ccccc2)c1=O)NCc1ccco1
-2	5	2	1.1	O=C(O)C1CCN(C(=O)c2scc3c2OCCO3)CC1
0	-14	15	1	COc1ccc(CNC(=O)c2cc3c(=O)n4ccccc4nc3n(Cc3ccco3)c2=N)cc1
6	-12	9	0.96	CCOC(=O)N1CCN(C(=O)CCSCCc2ccncc2)CC1
4	-2	26	1	COc1ccc2c(c1)CCc1c(C(=O)Nc3ccn(Cc4ccc(C)cc4)n3)noc1-2
8	-9	15	1	Cc1ccc(C)c(N2CCN(S(=O)(=O)c3ccc4[nH]c(=O)c(=O)[nH]c4c3)CC2)c1

Some of the entries above, set out differently.
O=C(CCn1c(=O)c2sccc2n(CC(=O)OCc2ccccc2)c1=O)NCc1ccco1
  VLA-4 agonist: -2	VLA-4 antagonist: 1	Prostate diff: 9	Autofluor Jurkat: 1.1
COc1ccccc1N1CCN(Cc2nc(N)nc(Nc3ccc(C)c(Cl)c3)n2)CC1
  VLA-4 agonist: -8	VLA-4 antagonist: -6	Prostate diff: 10	Autofluor Jurkat: 1
Cc1ccc(C)c(N2CCN(S(=O)(=O)c3ccc4[nH]c(=O)c(=O)[nH]c4c3)CC2)c1
  VLA-4 agonist: 8	VLA-4 antagonist: -9	Prostate diff: 15	Autofluor Jurkat: 1
COc1ccc(CNC(=O)c2cc3c(=O)n4ccccc4nc3n(Cc3ccco3)c2=N)cc1
  VLA-4 agonist: 0	VLA-4 antagonist: -14	Prostate diff: 15	Autofluor Jurkat: 1

(continued)
VLA-4 agonist	VLA-4 antagonist	Prostate diff	Autofluor Jurkat	Structure
-15	37	7	1.2	Cc1ccc(CCNC(=O)C2CCCN(S(=O)(=O)c3c(C)noc3/C=C/N(C)C)C2)cc1 (stereo not drawn)
-15	0	2	1.2	Cc1cccc2cc(COC(=O)C(C)(C)C)c(=O)[nH]c12
-6	17	7	1	COc1ccccc1N1CCN(C(CNC(=O)c2ccc3c(c2)OCO3)c2cccnc2)CC1 (stereo not drawn)
0	-5	8	1.1	COc1ccccc1NC(=O)CSc1nnc(Cc2cccn2C)n1CCc1ccccc1
6	-22	2	0.87	O=C(CN1C(=O)C2C3C=CC(C3)C2C1=O)Nc1cccc2c1CCCC2 (stereo not drawn)
u	u	6	1.3	CC(C)OC(=O)c1nnn(-c2nonc2N)c1CN1CCc2ccccc2C1
-28	2	4	1.4	COC(=O)C1=C(C)NC(C)=C(C(=O)OC)C1C1CC=CCC1 (stereo not drawn)
-4	4	12	1.1	NC(=O)C1CCN(CCCNC2CC(=O)N(Cc3ccc(N4CCCC4=O)cc3)C2=O)CC1 (stereo not drawn)
-8	1	5	1	O=C1CC(C(=O)Nc2ccc(Br)cc2)C2(CCCC2)O1 (stereo not drawn)
1	0	19	1	Cc1c(C(=O)NCc2cccnc2)oc2ccc(S(=O)(=O)N3CC(C)CC(C)C3)cc12 (stereo not drawn)

Overlap with the part before: 2 entries, then new ones.
VLA-4 agonist	VLA-4 antagonist	Prostate diff	Autofluor Jurkat	Structure
-8	1	5	1	O=C1CC(C(=O)Nc2ccc(Br)cc2)C2(CCCC2)O1 (stereo not drawn)
1	0	19	1	Cc1c(C(=O)NCc2cccnc2)oc2ccc(S(=O)(=O)N3CC(C)CC(C)C3)cc12 (stereo not drawn)
-3	3	7	0.98	CCOC(=O)c1sc2nc(SCC(=O)NCc3ccco3)n(Cc3ccccc3)c(=O)c2c1C
1	-18	19	1	CCOC(=O)C1(CC)NC(c2cccc(F)c2)C2C(=O)N(CC)C(=O)C21 (stereo not drawn)
-4	13	3	1.2	CCOC(=O)CSc1nc2ccc(N3CCOCC3)cc2c(=O)n1Cc1ccc2c(c1)OCO2
3	1	2	1.1	Cc1cc(=O)[nH]c2cc(Cl)ccc12
-1	-10	4	0.99	Cc1cccc(C2CC(c3ccc(Br)cc3)Nc3nc(N)nn32)c1 (stereo not drawn)
2	-16	4	0.98	CCOC(=O)[C@@H]1CCNC[C@@H]1c1ccccc1
7	-3	20	1	CC(C)C(NS(=O)(=O)c1ccc2c(c1)oc(=O)n2C)C(=O)N1CCN(Cc2ccccc2)CC1 (stereo not drawn)
10	-22	3	0.95	Oc1ccc(-c2n[nH]c(=S)n2Cc2ccccc2)cc1
u	u	3	1.1	COc1ccccc1N1CCN(C(CNS(=O)(=O)c2ccc(C)cc2)c2cccnc2)CC1 (stereo not drawn)
-2	-6	5	1.1	Clc1ccc(SCCCCn2ccnc2)cc1
2	-8	9	1.1	Cc1cc2nc(C)n(CCCNC(=O)Nc3ccc(C#N)cc3)c2cc1C
1	-4	4	0.98	CCOC(=O)N1CCC(NC(=O)c2ccc(CS(=O)(=O)c3c(Cl)cccc3Cl)o2)CC1
8	-36	11	1.1	CCOC(=O)N1CCC(NC(=O)C2CCN(S(=O)(=O)N3CCCC3)CC2)CC1
